Peg3 promoter: Peg3 promoter-driven luciferase inhibitors, primary screen, cell-based, HeLa, luciferase luminescence; AID 588405, 2011; inhibition, % at 20 µM; 1.7% of 360,000 active; HeLa PEG-Prom luciferase reporter, overnight;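 active = inhibition of at least 50% at 20 µM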
HIF-2a inh: HIF-2a reporter inhibitors, primary screen, luminescence, 786-0 RCC cells; 786-0 RCC cells HIF-2a reporter, luciferase luminescence, overnight; 0.72% of 360,000 active; inhibition, % at 18.8 µM; AID 624352, 2012;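 active = inhibition of the luminescence signal of 40% or more relative to plate controls, in a single-dose primary screen at 18.75 µM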
NR2E3 ag-1: inhibitors of NR2E3-RetCOR corepressor binding, primary screen, NR2E3 agonist project, biochemical, TR-FRET, GST-NR2E3, biotin-RetCOR; inhibition of corepressor binding, % at 4.78 µM; Photoreceptor-specific nuclear receptor (Homo sapiens), Q9Y5X4; AID 2300, 2010; 1536-well; 0.12% of 320,000 active;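 active = percent inhibition above the cutoff of mean plus 3 SD of all tested compounds, set per screening campaign, cut at about 20% in these data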;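 also: 0% = DMSO wells and 100% = biotin wells as full block of FRET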
Target sequence (Q9Y5X4 whole entry, looked up): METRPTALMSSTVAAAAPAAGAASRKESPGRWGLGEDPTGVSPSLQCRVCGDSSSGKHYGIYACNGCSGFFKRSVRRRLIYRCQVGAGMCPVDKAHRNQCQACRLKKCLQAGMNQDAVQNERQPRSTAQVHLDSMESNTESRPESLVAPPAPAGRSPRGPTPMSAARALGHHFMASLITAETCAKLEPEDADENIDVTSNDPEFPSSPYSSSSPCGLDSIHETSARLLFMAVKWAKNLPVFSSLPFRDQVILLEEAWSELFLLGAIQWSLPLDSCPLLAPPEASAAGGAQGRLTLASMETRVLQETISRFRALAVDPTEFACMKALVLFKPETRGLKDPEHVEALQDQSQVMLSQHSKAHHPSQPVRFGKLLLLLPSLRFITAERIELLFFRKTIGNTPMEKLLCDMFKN
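Test system: GST-NR2E3 and biotin-RetCOR proteins | Quantity: 1.35 nM GST-tagged NR2E3 final | Medium: Tris pH 7.5 | Also added: 7 nM biotin-RetCOR | Dosing: Compound at 4.8 µM, single dose | Timing: 5 h at 4 °C | Detection: Time-resolved FRET | Read-out basis: Percent inhibition | Benchmarks: Biotin wells as high control, 0.6% DMSO wells as low control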
CaV13 FRET inh: Primary screen for inhibitors of IQ motif and Ca2+-dependent inactivation inhibitor domain binding in CACNA1D, Förster resonance energy transfer in living cells, …; 0.098% of 340,000 active; AID 743397; inhibition, % at 12.3 µM; HEK cells, CFP/YFP FRET ICDI-IQ, plate reader, 10 min; percent FRET-ratio fall versus neutral wells;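 active = mean replicate inhibition of at least 30% and at least 1% of replicates passing that level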;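 also: 0% = median of the neutral control wells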
Shn3 inh set2: reduction of Shn3 3'UTR firefly luciferase signal, primary screen, Schnurri-3 inhibitor project, cell-based, Clone20 osteoblasts, set 2 | inhibition, % at 12.5 µM | 0.52% of 360,000 active | AID 588674, 2011 | Clone20 osteoblast Shn3 3'UTR firefly luciferase, 24 h;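 active = mean inhibition of at least 75% with every replicate also reaching 75%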;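 also: 0% = median of neutral control wells and 100% = pilot-screen positive control compound; some compounds past the cut are filed as inactive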
KKLEB cytotox: cytotoxicity in KKLEB CF airway cells, primary screen, cytotoxicity control for CF NF-kB inhibitor project, cell-based, uHTS, fluorescence assay plates | activity change (cytotoxicity), % at 5 µM | KKLEB CF airway cells viability, ATPlite luminescence, overnight; stronger effect = lower value; cells stimulated with P. aeruginosa culture filtrate | 0.36% of 360,000 active | AID 602141, 2011;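 active = corrected activity change at or below -50% at 5 µM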
Vif imaging: HIV Vif self-association inhibitors, primary screen, imaging, HEK293T, single point | 0.35% of 340,000 active | inhibition, % at 7.49 µM | HEK293T cells, Vif self-association by quenched fluorescence, 24 h; in the data active = inhibition above about 50%, passing the limit was not always enough; also: some results filed as inactive read as strong as hits
NR2E3 ag-2: NR2E3 agonists in two-hybrid cells, primary screen, cell-based, luminescence, CHO-S, Gal4-NCOR/VP16-NR2E3; Photoreceptor-specific nuclear receptor (Homo sapiens), Q9Y5X4; luciferase; inhibition of corepressor binding, % at 3.98 µM; 0.35% of 360,000 active; AID 602229, 2012;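 active = inhibition above the mean of all tested compounds plus 3 SD, cut at about 70% in these data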;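 also: 0% = DMSO with NR2E3 transfected cells and 100% = cells lacking NR2E3 construct; higher means lower luciferase signal from less NR2E3 corepressor binding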
PDI inh: inhibitors of human PDI, primary screen, biochemical, turbidity, single point, plate reader; inhibition, % at 10 µM; Protein disulfide-isomerase (Homo sapiens), P07237; AID 588391, 2011; PDI insulin aggregation turbidity, A650, 90 min; 0.052% of 350,000 active;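 active = mean inhibition across replicates of 30% or more, whatever share of single replicates reach that level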;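 also: absorbance from insulin aggregation driven by PDI reduction with DTT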
Target sequence (P07237 whole entry, looked up): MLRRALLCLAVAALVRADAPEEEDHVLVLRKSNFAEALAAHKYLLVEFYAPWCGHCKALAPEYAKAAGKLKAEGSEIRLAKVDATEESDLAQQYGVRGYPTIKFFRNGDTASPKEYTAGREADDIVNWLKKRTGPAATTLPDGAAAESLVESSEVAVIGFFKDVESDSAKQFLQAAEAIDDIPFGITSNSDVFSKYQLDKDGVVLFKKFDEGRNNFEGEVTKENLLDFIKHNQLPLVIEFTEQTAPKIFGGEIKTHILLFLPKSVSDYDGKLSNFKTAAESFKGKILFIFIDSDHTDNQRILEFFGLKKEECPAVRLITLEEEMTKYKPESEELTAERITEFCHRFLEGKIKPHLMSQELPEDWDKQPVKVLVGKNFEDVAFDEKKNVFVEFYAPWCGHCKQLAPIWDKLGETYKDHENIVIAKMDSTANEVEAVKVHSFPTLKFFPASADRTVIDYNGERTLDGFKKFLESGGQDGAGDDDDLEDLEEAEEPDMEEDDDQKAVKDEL
CF NFkB block: inhibitors of PAF-induced NF-kB signaling, primary screen, cell-based, GFP fluorescence, uHTS; 0.86% of 360,000 active; inhibition, % at 5 µM; KKLEB NF-kB-GFP reporter, GFP fluorescence overnight;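 active = at least 50% inhibition at 5 µM, scaled per plate between neutral and stimulator controls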;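 also: PAF is a Pseudomonas aeruginosa culture filtrate used as stimulus; plate controls were PAF-stimulated DMSO wells for no effect and unstimulated DMSO wells for full effect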
TRPM1 prom inh: inhibitors of MITF-dependent TRPM1 promoter reporter, primary screen, cell-based, SK-MEL-5, single point, luciferase; SK-MEL-5 TRPM1 promoter luciferase, 24 h; inhibition, % at 12.5 µM; 0.83% of 330,000 active;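 active = mean inhibition across replicates of 60% or more, whatever share of single replicates reaches that level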; also: values of inactives mirror those of a sister screen read the other way
Numbers without * were called inactive; / = not tested or not shown.

#	Molecule	Peg3 promoter	HIF-2a inh	NR2E3 ag-1	CaV13 FRET inh	Shn3 inh set2	KKLEB cytotox
1	Cc1ccc(S(=O)(=O)c2cn(C)c3cc(N4CCN(C)CC4)c(F)cc3c2=O)cc1	-23	13	-5	-3	0	6
2	O=C(CC1S/C(=N/N=C/c2ccco2)NC1=O)Nc1ccccc1 (stereo not drawn)	12	14	-1	-2	12	6
3	Cc1ccc(-c2nnn(CC(=O)N3CCCc4ccccc43)n2)cc1	10	-5	3	-5	8	-7
4	Nc1nc2n(n1)C(c1ccco1)CC(c1ccc(Cl)c(Cl)c1)N2 (stereo not drawn)	4	-27	1	-3	2	-4
5	O=C(NC1CC1)c1cccc(NC(=O)C2CC2)c1	-3	-2	/	-7	1	16
6	Nc1ccccc1N=Cc1ccc(-c2cccc(Cl)c2)o1	-111	-270	0	-24	-45	-1
7	Cc1cccc(OCCCC(=O)Nc2ccc(S(=O)(=O)Nc3nccs3)cc2)c1C	13	14	0	/	9	-18
8	CC(=O)Nc1ccc(NC(=O)CSCc2ccccc2Cl)cc1	-24	-48	-1	-4	3	4
9	CCC(C)(C)NC(=O)c1ccc(S(=O)(=O)N2CCCCCC2)cc1	7	13	4	-2	4	14
10	COc1cccc(NC(=O)CN(C)C(=O)c2c(C)nn(Cc3ccc(C)cc3)c2Cl)c1	14	12	-1	-2	-10	-6

#	Vif imaging	NR2E3 ag-2	PDI inh	CF NFkB block	TRPM1 prom inh
1	1	-2	3	1	-1
2	9	-24	-4	-8	-10
3	2	10	-7	14	4
4	5	-11	-6	8	0
5	/	-20	-3	-33	-2
6	-4	-70	-9	-42	-51
7	-4	6	-7	13	8
8	1	14	19	-6	6
9	-3	7	1	-14	8
10	-2	-11	-5	-7	-1

The listing continues:
#	Molecule	Peg3 promoter	HIF-2a inh	NR2E3 ag-1	CaV13 FRET inh	Shn3 inh set2	KKLEB cytotox
11	Cn1nc(-c2ccc(Cl)cc2)c2cc(C(=O)NCCCN3CCCC3)sc21	1	10	3	3	-27	-11
12	Cc1[nH]c2ccccc2c1SCc1n[nH]c(=S)n1C	5	1	-3	-2	-3	-4
13	COc1ccccc1NS(=O)(=O)c1ccc2oc(SC(C)C(=O)N3CCNC3=O)nc2c1 (stereo not drawn)	10	5	2	-7	38	-11
14	Cc1ccc2c(c1)N(C(=O)CCC(=O)N1CCN(c3cccc(C)c3C)CC1)CCO2	10	6	-2	-4	68	-29
15	O=C(NCC(=O)N1CCCC1)NN=Cc1ccccc1O	-126	-54	/	-12	-14	-17
16	C[n+]1c(/C=C/c2ccc3c(c2)OCO3)ccc2ccccc21	-42	-58	0	-19	0	-3
17	CN(C)c1ccc(C(=S)N2CCCC2)cc1Br	-2	9	-4	-2	-27	6
18	COc1ccc(NC(=O)COC(=O)c2cc3c(s2)CCC3)cc1	0	-4	3	/	5	1
19	O=C1/C(=C2/NCCN2C2CC(=O)N(c3ccccc3)C2=O)CC/C1=C\c1ccccc1 (stereo not drawn)	0	12	2	-4	4	1
20	COc1ccccc1NC(=O)NCC1(N(C)C)CCCCC1	10	14	2	-4	-1	15

#	Vif imaging	NR2E3 ag-2	PDI inh	CF NFkB block	TRPM1 prom inh
11	2	6	6	-42	17
12	9	3	2	0	5
13	-29	56	3	11	-2
14	-4	20	/	17	/
15	1	-17	/	-7	/
16	-4	9	4	6	-3
17	5	-22	6	-7	-11
18	7	15	-13	13	-2
19	42	12	1	11	1
20	-3	-8	-2	-4	6

Entries of single compounds, quoted from the list.
Shown for COc1ccccc1NC(=O)NCC1(N(C)C)CCCCC1 = Peg3 promoter: 10; HIF-2a inh: 14; NR2E3 ag-1: 2; CaV13 FRET inh: -4; Shn3 inh set2: -1; KKLEB cytotox: 15; Vif imaging: -3; NR2E3 ag-2: -8; PDI inh: -2; CF NFkB block: -4; TRPM1 prom inh: 6
Shown for O=C(NCC(=O)N1CCCC1)NN=Cc1ccccc1O = Peg3 promoter: -126; HIF-2a inh: -54; NR2E3 ag-1: /; CaV13 FRET inh: -12; Shn3 inh set2: -14; KKLEB cytotox: -17; Vif imaging: 1; NR2E3 ag-2: -17; PDI inh: /; CF NFkB block: -7; TRPM1 prom inh: /

(further entries)
#	Molecule	Peg3 promoter	HIF-2a inh	NR2E3 ag-1	CaV13 FRET inh	Shn3 inh set2	KKLEB cytotox
21	O=C(CN1CCOCC1)N1CCCc2ccccc21	3	15	-2	-2	-6	-5
22	CC(Cl)C(=O)Nc1c2c(nn1-c1ccccc1)CSC2 (stereo not drawn)	-7	2	-4	-8	-4	3
23	CC(C)(C)OC(=O)N1CCN(C(=O)c2ncn3c2c(=O)[nH]c2ccccc23)CC1	6	-3	/	-4	0	3
24	O=C(NNC(=O)c1ccc2ccccc2c1O)NC1CCCCC1	-1	-6	/	/	-6	-7
25	CCOC(=O)/C(C#N)=C1/C=CN(Cc2ccccc2)C=N1	-5	-25	1	-5	-15	-7
26	CN(c1ccccc1C(=O)Nc1cccc(Cl)c1Cl)S(C)(=O)=O	19	24	1	-5	-11	-7
27	COc1ccccc1C(=O)Nc1ccc(C)c(S(=O)(=O)N2CCCCC2)c1	19	-24	/	-7	14	-1
28	Cc1cccc(Nc2nc3c(S(=O)(=O)c4ccccc4)nnn3c3ccccc23)c1C	45	13	-1	-3	9	3
29	O=C(Nc1cccc(Cl)c1N1CCCC1)c1cc2ccccc2o1	-155	-225	2	-4	-18	6
30	CCCN(C(=O)c1cc(S(=O)(=O)N2CCCCC2)ccc1Cl)C1CCS(=O)(=O)C1 (stereo not drawn)	-3	14	0	-7	3	6

#	Vif imaging	NR2E3 ag-2	PDI inh	CF NFkB block	TRPM1 prom inh
21	6	-7	5	-3	-12
22	-5	10	3	-1	0
23	-2	1	-2	-4	/
24	2	-11	-8	-8	5
25	-19	-3	1	5	-6
26	-2	-6	10	-5	-2
27	-22	-4	-6	12	8
28	-3	-14	3	-8	7
29	6	-30	-4	-7	-39
30	1	-6	1	-10	6

By substructure: the entries above containing a furan ring, fused or not.
#	Molecule	Peg3 promoter	HIF-2a inh	NR2E3 ag-1	CaV13 FRET inh	Shn3 inh set2	KKLEB cytotox
2	O=C(CC1S/C(=N/N=C/c2ccco2)NC1=O)Nc1ccccc1 (stereo not drawn)	12	14	-1	-2	12	6
4	Nc1nc2n(n1)C(c1ccco1)CC(c1ccc(Cl)c(Cl)c1)N2 (stereo not drawn)	4	-27	1	-3	2	-4
6	Nc1ccccc1N=Cc1ccc(-c2cccc(Cl)c2)o1	-111	-270	0	-24	-45	-1
29	O=C(Nc1cccc(Cl)c1N1CCCC1)c1cc2ccccc2o1	-155	-225	2	-4	-18	6

#	Vif imaging	NR2E3 ag-2	PDI inh	CF NFkB block	TRPM1 prom inh
2	9	-24	-4	-8	-10
4	5	-11	-6	8	0
6	-4	-70	-9	-42	-51
29	6	-30	-4	-7	-39

New compounds follow:
#	Molecule	Peg3 promoter	HIF-2a inh	NR2E3 ag-1	CaV13 FRET inh	Shn3 inh set2	KKLEB cytotox
31	Cn1c(NC(=O)c2ccco2)c(-c2ccccc2Cl)c(=O)c2ccccc21	2	19	0	-5	8	-5
32	COC(=O)COC(=O)CC(CC(N)=O)c1ccccc1 (stereo not drawn)	-65	9	1	/	-4	8
33	Cc1cc(N2C(=O)C(O)=C(C(=O)c3ccco3)C2c2ccccc2F)no1 (stereo not drawn)	6	-14	28*	/	1	11
34	CCc1ccc2nc(N3C(=O)C(O)=C(C(=O)c4ccco4)C3c3cccs3)sc2c1 (stereo not drawn)	-253	-238	8	/	-60	4
35	CCOC(=O)Nc1ccc2c(c1)N(C(=O)CCN(CC)CC)c1ccccc1CC2	7	17	2	8	-18	-6
36	CC1C(c2ccccc2)C(C#N)(C#N)C2(C#N)C(=O)NC1(N)C2C (stereo not drawn)	13	24	1	-4	-10	-2
37	COc1ccccc1C(=O)Nc1ccc(N2CCN(C(C)=O)CC2)cc1	-12	-7	3	-18	-2	1
38	O=S(=O)(Nc1ccc2nc(C(F)(F)F)[nH]c2c1)c1ccccc1	4	-2	0	/	12	6
39	Cc1ccc(-n2c(C)cc(/C=N/NC(=O)CC3(C)OCCO3)c2C)cc1	-28	-63	1	-5	9	-4
40	CC(=O)NCCNC(=O)c1cccc(NS(=O)(=O)c2ccc3c(c2)OCCO3)c1	5	2	2	-5	-7	11
41	CN(C)CCCOC(=O)N1c2ccccc2C=Cc2ccccc21	-7	3	-2	-20	-3	-2
42	Cc1cc(=O)[nH]c(SCC(=O)Nc2nc3c(s2)CCCC3)n1	-55	-27	0	-17	-14	12

#	Vif imaging	NR2E3 ag-2	PDI inh	CF NFkB block	TRPM1 prom inh
31	7	-1	2	15	7
32	-1	-28	-4	0	-1
33	4	-17	15	-18	12
34	-8	-105	-3	4	-56
35	2	-11	1	5	-13
36	4	-5	2	-3	0
37	1	8	10	-4	-14
38	/	0	-2	17	14
39	-4	-12	2	6	-1
40	/	1	-2	-12	6
41	5	-2	10	-5	13
42	-8	-43	-2	-6	8
